# Assay outcomes from PubChem BioAssay.
# PfHsp40 rescue = rescue of PfHsp40-mediated yeast toxicity; 340,000 compounds, 0.68% hits; S. cerevisiae expressing PfHsp40, growth rescue, ATP luminescence; growth rescue, % at 12.5 µM; AID 504582; in the data active = growth rescue above about 28%, passing the limit was not always enough; inconclusive = no clear call, values can overlap the other calls;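 also: yeast W303a lacking pdr1 and pdr3 grown in galactose medium; growth measured after three days at 30 °C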
# BoNT A protease = inhibitors of Botulinum neurotoxin A light chain protease. 360,000 compounds, 0.17% hits. multiplex microsphere protease substrate cleavage, flow cytometry. inhibition, % at 10 µM; also: plate controls were buffer without enzyme for full effect and enzyme alone for no effect
# Y pestis TopoI = blocks Yersinia pestis topoisomerase I activity. Y. pestis Topo-I cleavage product accumulation, plate reader. activity, % at 10 µM. 360,000 compounds, 0.064% hits. AID 504884; in the data active = activity above about 50%, passing the limit was not always enough; inconclusive = no clear call, values can overlap the other calls; also: inactives centre near 2
# PrPC surface inh = reduces human prion protein on the cell surface | cell surface PrPC, TR-FRET read-out | inhibition, % at 13.8 µM | 370,000 compounds, 0.43% hits | AID 720596; in the data active = inhibition above about 24%; also: 0% = median of the test wells and 100% = reference compound wells
# 3CLpro inhibitor = SARS-CoV 3CLpro protease inhibition; inhibition, % at 6 µM; P0C6X7; 290,000 compounds, 0.14% hits; recombinant SARS-CoV 3CLpro, quenched FRET peptide cleavage; in the data active = inhibition above about 12%
# Anthrax LF prot = anthrax lethal factor protease inhibition. multiplex microsphere protease cleavage assay, LF. P15917. 360,000 compounds, 0.12% hits. inhibition, % at 10 µM. AID 588501; also: plate controls were buffer without enzyme for full effect and enzyme alone for no effect
# TcdB GH inh = TcdB glycohydrolase inhibition | TcdB glycohydrolase enzymatic assay, plate reader | P18177 | 350,000 compounds, 0.24% hits | inhibition, % at 9.99 µM; in the data active = inhibition above about 10%
# Target sequence (P18177 whole entry, looked up): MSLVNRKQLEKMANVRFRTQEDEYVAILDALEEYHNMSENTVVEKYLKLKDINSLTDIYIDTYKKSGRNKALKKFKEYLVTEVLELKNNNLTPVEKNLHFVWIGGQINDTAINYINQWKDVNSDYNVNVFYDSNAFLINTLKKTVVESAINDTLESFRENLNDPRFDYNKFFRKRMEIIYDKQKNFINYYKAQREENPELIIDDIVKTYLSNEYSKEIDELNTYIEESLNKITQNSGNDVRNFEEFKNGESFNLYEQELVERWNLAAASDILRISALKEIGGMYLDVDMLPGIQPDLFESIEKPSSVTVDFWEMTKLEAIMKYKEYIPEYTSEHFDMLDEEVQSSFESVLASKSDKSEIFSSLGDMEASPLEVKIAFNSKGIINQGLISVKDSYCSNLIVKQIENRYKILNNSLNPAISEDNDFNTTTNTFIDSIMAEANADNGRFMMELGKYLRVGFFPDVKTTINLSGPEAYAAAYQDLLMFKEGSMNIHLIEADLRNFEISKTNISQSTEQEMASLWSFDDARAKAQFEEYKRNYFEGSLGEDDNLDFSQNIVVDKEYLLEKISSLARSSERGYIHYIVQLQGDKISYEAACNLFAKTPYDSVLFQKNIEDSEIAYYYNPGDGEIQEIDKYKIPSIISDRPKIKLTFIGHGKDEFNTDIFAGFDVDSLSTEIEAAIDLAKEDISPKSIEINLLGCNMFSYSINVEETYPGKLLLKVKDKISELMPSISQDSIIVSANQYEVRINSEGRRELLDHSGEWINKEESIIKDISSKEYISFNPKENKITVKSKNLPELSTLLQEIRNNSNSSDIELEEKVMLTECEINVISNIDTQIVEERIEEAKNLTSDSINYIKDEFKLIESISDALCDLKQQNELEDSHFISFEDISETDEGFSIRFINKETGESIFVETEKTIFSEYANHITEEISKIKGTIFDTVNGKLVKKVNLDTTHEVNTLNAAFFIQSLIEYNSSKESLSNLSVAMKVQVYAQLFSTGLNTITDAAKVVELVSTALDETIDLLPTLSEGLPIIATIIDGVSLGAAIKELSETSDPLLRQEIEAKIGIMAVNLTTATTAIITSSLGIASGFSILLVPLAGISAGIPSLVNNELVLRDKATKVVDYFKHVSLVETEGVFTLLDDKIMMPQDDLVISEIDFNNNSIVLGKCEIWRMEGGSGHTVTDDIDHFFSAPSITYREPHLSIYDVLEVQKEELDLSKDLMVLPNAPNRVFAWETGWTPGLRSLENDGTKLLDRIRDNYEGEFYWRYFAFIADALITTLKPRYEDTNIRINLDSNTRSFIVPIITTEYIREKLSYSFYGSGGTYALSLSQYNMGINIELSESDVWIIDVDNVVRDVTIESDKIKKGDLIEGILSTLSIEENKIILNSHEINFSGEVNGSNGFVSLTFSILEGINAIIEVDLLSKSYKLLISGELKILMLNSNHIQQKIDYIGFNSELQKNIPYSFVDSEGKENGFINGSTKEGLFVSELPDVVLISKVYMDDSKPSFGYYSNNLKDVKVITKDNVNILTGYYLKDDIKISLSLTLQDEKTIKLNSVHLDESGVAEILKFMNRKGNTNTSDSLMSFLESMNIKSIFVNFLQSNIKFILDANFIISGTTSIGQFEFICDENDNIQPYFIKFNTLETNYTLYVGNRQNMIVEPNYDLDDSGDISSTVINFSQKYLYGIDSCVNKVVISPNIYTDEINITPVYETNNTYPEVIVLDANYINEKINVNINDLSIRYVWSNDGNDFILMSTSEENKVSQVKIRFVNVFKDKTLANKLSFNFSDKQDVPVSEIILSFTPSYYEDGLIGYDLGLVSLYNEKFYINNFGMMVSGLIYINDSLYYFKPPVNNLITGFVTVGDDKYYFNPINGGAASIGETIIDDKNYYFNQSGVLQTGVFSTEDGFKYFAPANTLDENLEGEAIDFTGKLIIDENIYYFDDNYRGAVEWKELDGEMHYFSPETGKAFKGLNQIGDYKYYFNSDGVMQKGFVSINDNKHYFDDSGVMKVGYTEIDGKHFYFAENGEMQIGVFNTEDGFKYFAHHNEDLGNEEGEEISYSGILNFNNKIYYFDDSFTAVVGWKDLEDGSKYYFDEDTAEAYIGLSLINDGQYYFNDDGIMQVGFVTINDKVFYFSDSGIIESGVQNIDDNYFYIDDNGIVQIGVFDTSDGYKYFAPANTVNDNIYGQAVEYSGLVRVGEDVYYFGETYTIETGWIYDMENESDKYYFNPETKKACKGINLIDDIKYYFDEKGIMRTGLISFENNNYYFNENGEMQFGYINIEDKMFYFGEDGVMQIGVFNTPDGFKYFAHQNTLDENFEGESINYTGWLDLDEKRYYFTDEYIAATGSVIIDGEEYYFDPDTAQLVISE
# Vc quorum ag = inducers of Vibrio cholerae quorum light production without autoinducers | 350,000 compounds, 0.16% hits | V. cholerae BH1578 lux reporter, luminescence, 6 h | activation, % at 18.7 µM; in the data active = activation mostly above about 9.7%, no sharp cut-off; inconclusive = no clear call, values can overlap the other calls; inactive = mostly below about 3.7%; also: not every result past the cut was called active; inactives centre near 0; reference of the scale not given here
# PriA SSB inh = inhibitors of Klebsiella pneumoniae PriA binding to SSB C-terminal tail. 430,000 compounds, 0.6% hits. AID 1272365. inhibition, % at 33 µM. AlphaScreen SSBct-PriA binding, biotinylated peptide; in the data active = inhibition mostly above about 37%, no sharp cut-off; inactive = mostly below about 20%;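 also: plate controls were negative control peptide for no effect and reference peptide for full effect; strong numbers were not always called active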
# Numbers without * were called inactive; i = inactive; ? = inconclusive; . = no result given; & = joins results of further samples. Rule as the data show it, unless noted: active = inhibition above about 30%; inconclusive = no clear call, values can overlap the other calls; inactive = below that.
SMILES,PfHsp40 rescue,BoNT A protease,Y pestis TopoI,PrPC surface inh,3CLpro inhibitor,Anthrax LF prot,TcdB GH inh,Vc quorum ag,PriA SSB inh
S=C(Nc1ccc2nsnc2c1)N1CCCCC1,-1.2,14,9,-16,-7,3,0.6,-0.2,-38
COc1ccc(CNC(=O)CN2C(=O)COc3ccc(S(=O)(=O)NC4CCCC4)cc32)cc1,-2.5,3.2,-3,0,2,5,0.2,-0.2,6
Cc1cc(=S)cc(C)n1CCCn1ccnc1,0.0,-0.3,-4,-4,-6,0,.,-0.5,23
CCS(=O)(=O)NCCc1csc(-c2ccccc2)n1,0.1,0.6,-6,-7,0,-6,.,i,-9
Cc1ccc(OCc2nnc(SCc3nc4ccccc4[nH]3)n2Cc2ccco2)cc1,0.7,0.3,-7,12,0,5,.,i,5
Cc1ccc(N2OC3C(=O)NC(=O)C3C2c2ccco2)cc1 (stereo not given),0.1,-0.6,-5,-4,-2,-5,0.9,-0.3,-1
Cc1cc(SCC(=O)c2cc3ccccc3o2)nc2ccccc12,0.8,22,42,10,-3,16,.,-0.3,-36
C=CCNc1ccc(F)c(F)c1N1CCCCCC1=O,0.5,0.2,9,4,4,2,.,i,-4
COc1ccc(OC)c(C(=O)CN2CCN(S(=O)(=O)c3ccc(Br)cc3)CC2)c1,0.1,1.3,17,1,-2,-5,.,i,9
O=C(O)Cc1ccc(NC(=O)c2cnccn2)cc1,-1.3,0.2,6,8,3,0,1.3,i,-6
CCCCCCc1ccc(N2C[C@H](Cc3ccccc3)[C@@H](CC(=O)Nc3ccccc3)C2=O)cc1,0.9,0.7,-6,8,-1,-1,0.8,i,-19
Cc1cc(SCC(=O)Nc2cccc(S(=O)(=O)N3CCOCC3)c2)nc2ccccc12,2.9,-0.9,2,12,10,-6,.,-0.4,-16
OCCCn1c(C2CCCN2c2nc(-c3ccc(Cl)cc3)cs2)nc2cc(C(F)(F)F)ccc21 (stereo not given),-0.2,-1.3,6,2,.,-3,.,-4.5,-2
Cc1c(CNC2CCC(C)CC2)c(C(=O)O)c(C)n1Cc1ccccc1 (stereo not given),-1.2,-0.9,5,10,2,-2,.,i,-6
CC1C(=O)N(Cc2cn(CCC3OCCO3)nn2)CCS(=O)(=O)N1Cc1ccc(-c2cccc(N(C)C)c2)cc1 (stereo not given),.,0.1,-8,4,.,4,0.7,-0.4,.
CCOc1ccc(S(=O)(=O)N(CC)CC)cc1NS(=O)(=O)c1ccc(F)c(F)c1F,0.6,-0.2,-1,4,6,0,-0.4,4.2,-10
COc1cc(-c2nnc(COc3ccc(Cl)cc3C)o2)cc(OC)c1OC,0.4,-0.4,6,2,0,-4,.,i,-6
CN(CC(=O)N1CCc2ccccc21)S(=O)(=O)c1cccs1,?,1.6,0,5,2,5,.,i,-12
Cc1ccc2c(C)c(C(=O)N3CCC(O)(c4ccccc4)CC3)oc2c1C,3.4,1.1,3,4,1,3,1.2,i,-7
CC(=O)c1c(C)n(-c2ccc(Cl)cc2)c2ccc(O)cc12,0.5,0.3,-5,-1,4,8,0.4,-0.5,-14
CCC(C(=O)NC1CCCC1)N(C(=O)c1snc(C(N)=O)c1N)c1ccc(OC)cc1 (stereo not given),-1.3,0.1,16,-14,5,1,1.7,i,-3
CC(=O)c1cccc(NC(=O)CC2Oc3ccc(C)cc3NC2=O)c1 (stereo not given),-0.9,0.3,11,1,3,-2,1.5,-0.2,-5
COc1cc(C=O)ccc1OCCOCCOc1ccccc1Cl,0.5,1.6,31,-6,-2,4,.,i,2
COC(=O)[C@@H]1C[C@@]2(O)[C@@H](O)[C@@H](O)[C@@H](O)C[C@H]2N1CC1CCCCC1,-1.6,0.2,7,5,.,-8,1.1,i,5
Cc1cccc2c3c([nH]c12)CCN(C)C3,-0.7,-0.3,2,4,-14,2,-1.8,1.4,-5
O=C(/C(=C/c1ccc(Cl)cc1)c1nc2ccccc2[nH]1)c1ccccc1,-1.2,0.1,2,6,2,2,.,-0.3,-7
CCOC(=O)NN=C1c2ccccc2-c2ccccc21,0.8,-2.2,4,-16,0,5,-0.1,-0.1,-14
O=C(NCC1CCCN1S(=O)(=O)c1cccs1)C(=O)Nc1ccc(F)cc1 (stereo not given),-0.4,0.3,9,0,.,-1,-1.0,i,-2
COc1cc(OC)c(-c2c3cc(O)c(=O)cc-3oc3cc(O)c(O)cc23)cc1OC,228*,5.8,-6,-19,-2,24,0.0,i,17
Cc1csc(SCC(=O)NCCc2ccc(Cl)cc2Cl)n1,0.0,-0.6,27,-2,-3,0,.,-0.4,-22
Cc1nc(S(=O)(=O)c2ccc(Cl)cc2)c(N(C)C)o1,1.3,0.1,-5,0,-8,0,-0.4,i,2
Cn1c(=O)[nH]c2cc(Cl)cnc21,-0.1,0.9,-5,-4,-1,0,.,-0.5,2
COc1ccc(C2=Nn3c(nnc3-c3cc(C)[nH]n3)SC2)cc1,-0.3,-3.2,1,1,0,-6,3.0,-0.4,-6
O=S(=O)(NCc1ccccn1)c1ccc(Cl)c(C(F)(F)F)c1,4.1,-0.2,1,-9,-6,-4,1.2,i,-1
O=C(c1cc2cc(Cl)ccc2o1)N1CCCC1,0.2,-1.1,-1,9,6,-15,-0.2,-0.2,-11
CCn1cc(/C=N\NC(=O)C2(C)CC2(Cl)Cl)c(C)n1 (stereo not given),0.3,-0.2,0,-3,-2,-2,.,-0.4,.
C(C#CCCCCCCCCC[n+]1ccccc1)#CCCCCCCCCC[n+]1ccccc1,?,-0.1&3.0,-13&-15,17,1,-11&-7,.,-0.1,-2
O=C(CN1CCN(Cc2ccc3c(c2)OCO3)CC1)N1CCc2[nH]c3ccc(F)cc3c2C1,2.2,0.6,5,-9,3,-9,0.8,.,11
CCC(C)NC(=O)c1c(F)c(F)c(F)c(F)c1F (stereo not given),-0.2,0.3,-2,-4,-5,-3,.,0.6,-10
COc1ccc(/C=C/C(=O)Nc2cc(S(=O)(=O)N3CCCCC3)ccc2N2CCCCC2)cc1OC,?,1.0,-4,2,7,1,.,-0.2,-5

# Some of these compounds in order of molecular weight, rising:
SMILES,PfHsp40 rescue,BoNT A protease,Y pestis TopoI,PrPC surface inh,3CLpro inhibitor,Anthrax LF prot,TcdB GH inh,Vc quorum ag,PriA SSB inh
O=S(=O)(NCc1ccccn1)c1ccc(Cl)c(C(F)(F)F)c1,4.1,-0.2,1,-9,-6,-4,1.2,i,-1
O=C(NCC1CCCN1S(=O)(=O)c1cccs1)C(=O)Nc1ccc(F)cc1 (stereo not given),-0.4,0.3,9,0,.,-1,-1.0,i,-2
Cc1ccc(OCc2nnc(SCc3nc4ccccc4[nH]3)n2Cc2ccco2)cc1,0.7,0.3,-7,12,0,5,.,i,5

# Remaining list, next part:
SMILES,PfHsp40 rescue,BoNT A protease,Y pestis TopoI,PrPC surface inh,3CLpro inhibitor,Anthrax LF prot,TcdB GH inh,Vc quorum ag,PriA SSB inh
O=C(Cn1c(CO)nc2ccccc21)Nc1cc(C(F)(F)F)ccc1N1CCOCC1,-0.9,0.8,-2,6,-2,2,.,12,-13
O=C(NC1CCCCNC1=O)c1ccc(Cl)cc1 (stereo not given),-1.3,-1.1,8,-1,-3,2,.,0.5,-17
O=C(CS(=O)(=O)c1ccc(Cl)cc1)N1CCN(c2ccccc2)CC1,.,-0.1,1,10,.,-6,-3.9,-0.4,2
COc1cc(NC(=S)NC(=O)c2ccccc2F)ccc1NC(=O)c1cccs1,0.9,0.2,6,2,5,-5,-0.8,-0.6,2
CC(C)OCCCNC(=O)CNC(=O)c1cccs1,-0.3,-0.5,9,5,0,-2,.,-0.5,-23
COC(=O)C/C=C/N(Cc1ccccc1OC)S(=O)(=O)CCl,-0.2,-0.1,-1,8,.,-6,0.8,-0.4,-3
COc1ccc(C2C(C#N)=C(N)N(c3ccccc3C#N)C3=C2C(=O)CCC3)cc1CN1CCCC1 (stereo not given),0.1,0.6,7,-2,-2,1,0.7,-0.6,9
O=C(NCCCN1CCOCC1)C(=O)N/N=C/c1ccccc1,0.4,-0.2,-7,-2,-9,-5,1.3,-0.2,.
N#CCCN(C(=O)COc1ccc(Br)cc1F)c1ccc(F)cc1,-0.2,1.4,-3,-9,1,-6,1.0,-0.3,-6
CCO[C@H]1OC(C(=O)NCc2nc3ccccc3[nH]2)=C[C@@H](c2ccc(C(F)(F)F)cc2)[C@@H]1CCCO,0.1,0.0,-7,15,-2,-7,1.9&0.8,i,1
Cc1ccc(N2C(S)=C(C#N)C(=O)NC2c2ccco2)cc1 (stereo not given),5.1,-3.0,2,5,2,-4,-0.9,i,-3
Cc1ccc(S(=O)(=O)N2CCCCC2)cc1NC(=O)c1cncc(Br)c1,1.8,-33,-7,3,.,-7,-0.9,-1.8,1
Cc1ccc(C)c(N2CCN(C(=O)C3CCCN(S(=O)(=O)c4c(C)noc4C)C3)CC2)c1 (stereo not given),-0.6,-0.6,10,-2,0,-6,1.3,-0.2,-12
COc1ccc(NC(=O)C2=C(C)NC(=O)NC2c2ccccc2[N+](=O)[O-])cc1 (stereo not given),0.6,-0.6,-3,-10,-3,0,0.7,-0.4,3
CCSC1=C(C#N)C2(CCCCC2)C2=C(CC(C)(C)CC2=O)N1,-0.6,-0.6,-7,13,3,6,-1.1,-1.8,-5
NS(=O)(=O)c1ccc(S(=O)(=O)N2CCCC2)cc1,-0.1,-0.1,-3,3,0,-1,.,i,-3
COc1ccc(NC(=O)c2cn(CCC#N)nc2-c2cccc([N+](=O)[O-])c2)cc1,-0.2,-1.4,-7,-12,-1,-3,0.7,-3.2,-9
Cc1cc(C)c(NC(=O)C[N+](C)(C)CC(O)COc2cccc3ccccc23)c(C)c1 (stereo not given),-0.8,0.4,-26,7,3,-4,2.4,-0.1,-13
Cc1oc(-c2cccc(C(F)(F)F)c2)nc1CN1CCN(c2ccccn2)CC1,2.4,-0.6,34,5,0,-6,0.4,i,8
COC(=O)CNC(=O)C(Cc1ccccc1)NS(=O)(=O)c1ccc2c(c1)c(=O)n(C)c(=O)n2C (stereo not given),0.3,-0.6,3,0,0,2,1.6,0.0,8
CCN(C(=O)COC(=O)C1CC1C)c1c(N)n(Cc2ccccc2)c(=O)[nH]c1=O (stereo not given),2.9,1.0,-1,2,.,-4,2.1,i,-23
O=C(COc1cc(O)c2c(=O)cc(-c3ccccc3)oc2c1)c1ccccc1,0.1,0.2,7,3,2,0,.,-1.1,-8
Cc1ccc2[nH]c(=O)c3cc(C(=O)NC(C)C)sc3c2c1,-2.1,-1.8,2,-1,3,-2,-0.7,i,-8
CC1=C(C(=O)N(C(C)C)C(C)C)CC(CC(=O)NC2CCCCC2)C(=O)N1Cc1ccc(F)cc1 (stereo not given),.,-0.4,.,4,.,11,-0.1,.,.
Cc1ccc(CN2CCC(C(=O)c3ccc(F)cc3)CC2)cc1,.,-0.2,3,-9,.,-4,0.4,-4.8,.
Cc1cc(NC(=O)c2cccc(N3C(=O)CCC3=O)c2)no1,-0.9,1.0,3,-2,1,-8,.,-1.8,-5
Cc1ccc(N=C2NC(=O)c3cc([N+](=O)[O-])ccc32)cc1,-0.2,-1.0,-2,-5,0,-3,.,-0.3,-7
O=C(COC(=O)c1cc(S(=O)(=O)N2CCCCC2)ccc1N1CCOCC1)c1ccc(F)cc1,0.2,-1.3,6,0,.,-6,0.8,i,-7
CC(=O)Nc1ccc(NC(=O)COC(=O)c2ccco2)cc1,-0.6,0.4,2,5,-5,-8,1.6,i,-5
COc1cccc(CN(C(=O)COc2ccc(Cl)cc2)C2CCS(=O)(=O)C2)c1 (stereo not given),-0.8,-0.1,7,8,-9,-1,-9.6,-0.3,1
COc1ccccc1N1CCN(C(=O)C2CCN(S(=O)(=O)c3ccc(Cl)cc3)CC2)CC1,1.3,-0.6,8,-3,-3,-10,0.0,-1.5,0
CCCCN1C=C(C(=O)OCC)C(=O)CC1,-0.5,-0.2,7,3,.,1,0.2,i,-6
Cc1ccc(NC(=O)Cc2c(O)c3ccccc3[nH]c2=O)c(C)c1,-0.9,-0.4,6,-3,1,0,0.5,i,1

# Only part of the results is shown; rates above refer to the full screens.
